MITF inh: inhibitors of human MITF; inhibition, % at 2.6 µM; AID 1259374; AlphaScreen MITF homodimerization, bead proximity signal; O75030; 650,000 tested, 0.91% active; in the data active = inhibition above about 50%;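 also: 0% = vehicle wells with protein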
Target sequence (O75030 whole entry, looked up): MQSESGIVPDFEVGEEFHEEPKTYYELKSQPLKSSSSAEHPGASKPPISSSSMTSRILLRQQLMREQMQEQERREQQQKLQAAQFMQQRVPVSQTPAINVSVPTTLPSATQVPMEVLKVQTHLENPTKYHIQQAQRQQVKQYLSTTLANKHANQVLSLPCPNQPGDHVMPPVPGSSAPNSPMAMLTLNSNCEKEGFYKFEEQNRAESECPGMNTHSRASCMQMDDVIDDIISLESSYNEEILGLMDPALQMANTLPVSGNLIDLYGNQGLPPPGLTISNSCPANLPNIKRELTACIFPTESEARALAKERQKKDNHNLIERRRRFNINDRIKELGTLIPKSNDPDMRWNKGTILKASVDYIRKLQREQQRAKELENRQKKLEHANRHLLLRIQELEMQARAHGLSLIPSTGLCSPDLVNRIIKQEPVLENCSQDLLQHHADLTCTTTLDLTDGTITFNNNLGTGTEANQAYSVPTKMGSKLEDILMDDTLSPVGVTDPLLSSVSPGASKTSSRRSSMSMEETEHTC
FBW7 act: activators of human E3 ligase FBW7 | AlphaScreen FBW7–phospho-cyclin E peptide binding, activator screen | 650,000 tested, 0.13% active | normalized activity (activation), % at 26.1 µM | AID 1259310 | Q969H0; in the data active = normalized activity above about 1.9%;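 also: purified mutant Fbw7 with reduced substrate affinity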
TEAD-YAP inh: TEAD-YAP interaction inhibition; HEK-TIYL cells, TEAD-Gal4/YAP UAS-luciferase luminescence; inhibition, % at 9.12 µM; 640,000 tested, 1.4% active; AID 1259422; in the data active = inhibition above about 32%;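 also: 0% = median of test compound wells and 100% = reference inhibitor wells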
GPR151 ag: human GPR151 activation; Q8TDV0; AID 1508602; 650,000 tested, 1% active; activation, % at 11.2 µM; PathHunter beta-arrestin GPR151 cells, luminescence; in the data active = activation above about 4.9%;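 also: 0% = median of compound wells and 100% = cells with positive control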
Target sequence (Q8TDV0 whole entry, looked up): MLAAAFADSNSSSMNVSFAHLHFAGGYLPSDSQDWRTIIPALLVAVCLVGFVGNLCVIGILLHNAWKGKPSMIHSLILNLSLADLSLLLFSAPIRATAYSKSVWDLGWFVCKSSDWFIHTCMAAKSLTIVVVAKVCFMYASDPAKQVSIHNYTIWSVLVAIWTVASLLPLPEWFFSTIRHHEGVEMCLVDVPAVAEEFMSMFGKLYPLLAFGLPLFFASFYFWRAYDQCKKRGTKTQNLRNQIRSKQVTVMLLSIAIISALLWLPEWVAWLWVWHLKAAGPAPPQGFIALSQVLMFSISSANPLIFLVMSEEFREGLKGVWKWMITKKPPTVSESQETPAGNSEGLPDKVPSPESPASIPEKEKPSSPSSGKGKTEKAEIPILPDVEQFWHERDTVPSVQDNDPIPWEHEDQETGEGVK
* = called active by the depositor; & = joins results of further samples. Rows are unselected (roughly 3.4% active in at least one column).

item	smiles	MITF inh	FBW7 act	TEAD-YAP inh	GPR151 ag
1	CC(NC(=O)/C=C/c1ccc2c(c1)OCO2)C1CC2CCC1C2 (centres undefined)	6	0.2	-1	4.3
2	O=C(O)CN(Cc1ccc(Br)cc1)S(=O)(=O)c1ccccc1	-11	-0.1	3	0.3
3	CCn1nc(C)c(CNc2nc3nonc3nc2N2CCCCCC2)c1C	10	0.2	0	0.7
4	CCOC(=O)c1c(NC(=O)c2ccc(I)cc2)sc2c1CCC2	15	0.2	16	-0.2
5	CCN(CCO)Cc1nc(N2CCC(C(=O)OC)CC2)c2cc(OC)c(OC)cc2n1	-9	-0.1	-15	-0.6
6	CC1CCCCC1NC(=O)CN1C(=O)[C@@H]2CCCN2C(=O)c2ccccc21 (some centres undefined)	-5	0.1	1	1.5
7	O=C1OC(c2ccc(Cl)cc2)=C/C1=C\c1ccccc1	-1	-0.1	-12	0.4
8	CCOc1ccc(-n2c(SCC(=O)N3CCCC3)nc3c(sc(=S)n3-c3ccc(CC)cc3)c2=O)cc1	3	0.2	-9	-1.1
9	COc1ccccc1NC(=O)C1=C(C)NC(SCC(=O)Nc2ccccc2C)=C(C#N)C1c1cccs1 (centres undefined)	-11	0.0	-9	1.1
10	CCN(C(=O)CSc1nc2nc(C)cc(C)n2n1)C1CCS(=O)(=O)C1 (centres undefined)	-5	-0.1	-6	2.6
11	CCNC(=O)N1CCN(c2nccnc2NS(=O)(=O)c2ccc(Cl)cc2)CC1	-1	-0.2	5	-0.8
12	O=C(NCc1c(F)cccc1F)c1c(C(F)(F)F)nc2ccccn12	18	0.2	-2	-0.3
13	O=c1/c(=C/c2cc([N+](=O)[O-])ccc2OCc2ccc(Cl)cc2Cl)sc2nc3ccccc3n12	6	0.0	1	-1.7
14	Fc1ccc(-n2cc(-c3ccc(Cl)cc3)[nH]c2=S)cc1	4	0.0	-57	0.2
15	O=[N+]([O-])c1cccc(C(c2nnnn2-c2cccc(Cl)c2)N2CCCCC2)c1 (centres undefined)	8	0.1	-4	-1.0
16	Cn1ncc2c(Nc3cccc(S(=O)(=O)Nc4cccc(C(F)(F)F)c4)c3)ncnc21	13	1.0	3	0.0
17	Cc1cc(=O)c2c(C)nn(-c3ccccc3)c2[nH]1	8	0.0	5	0.8
18	Fc1cccc(Nc2nc3nonc3nc2Nc2cccc(F)c2)c1	-5	-0.2	24	0.3
19	CCOc1ccc(NC(=O)c2ccccc2NC(=O)CSc2n[nH]c(N)n2)cc1	-9	-0.1	-1	-0.8
20	COCCNS(=O)(=O)c1ccc(-c2ccc(C)cc2)cc1	-2	-0.1	4	2.3
21	Cc1cc(C)nc(NS(=O)(=O)c2ccc(NC(=O)c3ccc(O)cc3O)cc2)n1	-6	-0.2	-1	-0.3
22	COc1ccc(-n2nnnc2C2CCN(S(=O)(=O)N(C)C)CC2)cc1	-1	0.0	-14	-1.6
23	O=C(Nc1ccccc1-c1ccccc1)c1ccc2c(c1)C(=O)N(Cc1ccco1)C2=O	14	0.4	5	-0.1
24	O=C(Cc1ccccc1Cl)c1ccc(O)cc1O	2	0.0	15	-0.1
25	CCn1c2ccccc2c2cc(NC(=O)Cn3nc(C(=O)O)c4ccccc4c3=O)ccc21	25	0.1	-2	-0.9
26	CC(C)(C)c1csc2ncc(C(=O)NCc3cccnc3)c(=O)n12	6	-0.2	-9	0.3
27	Cc1cc(C)cc(NC(=O)c2ccc3c(=O)n(CCc4ccccc4)c(SCc4cccc([N+](=O)[O-])c4)nc3c2)c1	4	-0.1	3	1.1
28	Cc1ccc(C(C2=C(O)CC(C)(C)CC2=O)C2C(=O)CC(C)(C)CC2=O)cc1 (centres undefined)	-2	-0.1	-4	-0.2
29	CCOC(=O)C1=C(C)NC2=C(C(=O)CC(c3ccccc3)C2)C1c1cccc2ccccc12 (centres undefined)	-8	0.2	1	0.9
30	COCCNC(=O)c1cccc(OC2CCN(C(C)COC)CC2)c1 (centres undefined)	11	0.2	0	1.8

In another format: entries from further up.
(21) Cc1cc(C)nc(NS(=O)(=O)c2ccc(NC(=O)c3ccc(O)cc3O)cc2)n1
  MITF inh: -6	FBW7 act: -0.2	TEAD-YAP inh: -1	GPR151 ag: -0.3

(30) COCCNC(=O)c1cccc(OC2CCN(C(C)COC)CC2)c1 (centres undefined)
  MITF inh: 11	FBW7 act: 0.2	TEAD-YAP inh: 0	GPR151 ag: 1.8

(29) CCOC(=O)C1=C(C)NC2=C(C(=O)CC(c3ccccc3)C2)C1c1cccc2ccccc12 (centres undefined)
  MITF inh: -8	FBW7 act: 0.2	TEAD-YAP inh: 1	GPR151 ag: 0.9

(22) COc1ccc(-n2nnnc2C2CCN(S(=O)(=O)N(C)C)CC2)cc1
  MITF inh: -1	FBW7 act: 0.0	TEAD-YAP inh: -14	GPR151 ag: -1.6

More results
item	smiles	MITF inh	FBW7 act	TEAD-YAP inh	GPR151 ag
31	Nc1nnc(SCC(=O)Nc2nonc2N)s1	4	0.0	-1	0.6
32	CCC(C)(C)NC(=O)c1ccc2ncsc2c1	5	0.2	-8	0.7
33	Cc1cc(NC(=O)C2CCCN2S(=O)(=O)c2ccc(F)cc2)on1 (centres undefined)	-6	0.0	-15	-0.9
34	O=C(NCCc1nnc2ccc(SCc3cccc(F)c3)nn12)c1ccccc1	1	0.1	21	-0.4
35	O=C(NC1CCN(C(=O)N2c3ccccc3Sc3ccccc32)CC1)c1ccco1	2	0.4	7	3.8
36	CCN1C(=O)CC(CC(=O)N2CCCC(OCc3ccccc3)C2)(c2ccccc2C)C1=O (centres undefined)	9	0.1	-1	-0.3
37	CCOC(=O)C1=C(C)N=c2s/c(=C/c3ccc(-c4cccc(Cl)c4Cl)o3)c(=O)n2C1c1ccc2c(c1)OCO2 (centres undefined)	1	-0.3	9	0.8
38	O=C(N/N=C/c1ccc(O)cc1O)c1ccc2c(c1)OCCO2	18	-0.1	61*	1.2
39	Cc1ccc(N2CC(NC(=O)CCc3ccccc3)CC2=O)cc1 (centres undefined)	13	-0.1	5	-1.2
40	CC(=O)c1ccc2cccc3c2c1N=CN3C	-6	-0.1	-12	1.0
41	Cc1onc(-c2ccccc2Cl)c1C(=O)NC(=S)NCC1CCCO1 (centres undefined)	-14	-0.3	-1	1.8
42	CCOC(=O)C(NC(=O)c1cccc(F)c1)(Nc1sc2c(c1C(N)=O)CCCC2)C(F)(F)F (centres undefined)	0	-0.1	5	0.0
43	CC(C)C(=O)N1CCC(CN=CC2=C(O)CC(C)(C)CC2=O)CC1	12	0.1	4	0.2
44	COc1ccc(C(=O)NCCc2nnc3n2CCN(Cc2ccc4c(c2)OCO4)CC3)cc1	1	0.0	3	-0.4
45	CCc1c(C)sc2ncn(C3CCN(C(=O)c4cccs4)CC3)c(=O)c12	-8	-0.2	-8	0.8
46	CCOc1ccc(NC(=O)CC2C(=O)N(CC)C(=S)N2CCNC(C)=O)cc1 (centres undefined)	1	0.2	6	0.1
47	CCn1c(=O)n(Cn2nnc3ccccc32)c2cccnc21	-7	-0.2	-17	-1.1
48	O=[N+]([O-])c1ccc(SCCOc2nonc2-c2ccccc2)cc1N1CCCCC1	-14	-0.1	2	-0.9
49	Cn1c(Nc2ccc(N3CCC(C(=O)NCCCN4CCCC4=O)CC3)nn2)nc2ccccc21	34	-0.3	6	0.6
50	O=CN/N=C/c1cc2c(cc1[N+](=O)[O-])OCO2	-2	-0.1	4	4.2
51	O=C(NNC(=O)c1nn(-c2ccc(Cl)cc2)cc1O)c1ccc2ccccc2n1	69*	-1.0	65*	-2.1
52	COc1ccc(CNc2ccc3ncc(-c4cnn(C)c4)n3n2)cc1	16	0.3	4	0.5
53	Cc1ccc(-c2cn(S(=O)(=O)c3cccc4nsnc34)nc2N)cc1	9	0.0	-2	0.4
54	CNC(=O)/C(=C/c1cccc([N+](=O)[O-])c1)NC(=O)c1ccc(OC)cc1	-15	0.1	5	-1.3
55	CCc1cc(=O)[nH]c(-n2nc(C)cc2NC(=O)c2ccc(F)cc2F)n1	12	0.1	13	-0.3
56	O=C(CN1CCC(n2cnc3cccnc32)CC1)Nc1ccc(N2CCCCC2)cc1	6	-0.2	8	0.0
57	COc1ccccc1CNC(=O)Cc1cccc2ccccc12	10	0.1	2	0.8
58	COc1ccc(OC)c(-n2c(=S)[nH]c3cc(C(=O)Nc4ccc(OC)c(Cl)c4)ccc3c2=O)c1	7	0.0	1	2.1
59	O=C(Nc1ccccc1F)N[C@H]1C[C@H]2C(=O)N3CCC[C@@H]3C(=O)N2C1	22	0.1	5	-1.7
60	COc1ccc(CNc2cc(C)nc3ncnn23)c(OC)c1	8	0.3	-1	0.6

Of the compounds above, these have a COOH group.
item	smiles	MITF inh	FBW7 act	TEAD-YAP inh	GPR151 ag
2	O=C(O)CN(Cc1ccc(Br)cc1)S(=O)(=O)c1ccccc1	-11	-0.1	3	0.3
25	CCn1c2ccccc2c2cc(NC(=O)Cn3nc(C(=O)O)c4ccccc4c3=O)ccc21	25	0.1	-2	-0.9

Following part.
item	smiles	MITF inh	FBW7 act	TEAD-YAP inh	GPR151 ag
61	Nc1nc(Nc2ccccc2F)nc(-c2cc3ccccc3o2)n1	25	0.1	-81	-0.7
62	O=S(=O)(NC1CC2CCC1C2)c1cc(Cl)ccc1Cl (centres undefined)	11	0.3	-2	0.1
63	CCOc1ccc(S(=O)(=O)NNC(=O)c2cc3ccccc3o2)cc1	12	-0.1	4	-0.1
64	Cc1ccc(NC(=O)C2C3C=CC4(O3)C2C(=O)N(CC2COc3ccccc3O2)C4C(=O)NC2CCCC(C)C2C)cc1Cl (centres undefined)	-20	0.0	-2	-2.1
65	N#Cc1cccc(NC(=O)c2cc(F)c(F)cc2Cl)c1	11	0.0	2	-0.7
66	Cn1c(=O)c2[nH]c(Nc3cccc(C(F)(F)F)c3)nc2n(C)c1=O	16	0.0	45*	0.8
67	Cc1ccc(OCc2nnc(SCC(=O)N3CCCCC3C)n2C)cc1 (centres undefined)	2	0.5	17	1.4
68	Cc1ccccc1-c1noc(CCC(=O)Nc2ccc(C(N)=O)cc2)n1	9	-0.3	-1	1.1
69	c1ccc(-c2ncn(-c3ccc(Nc4cc(-c5cccc(N6CCOCC6)c5)ccn4)cc3)n2)nc1	12	-0.5	78*	0.4
70	O=C1Nc2ccccc2C1=Nc1ccccc1NS(=O)(=O)c1ccc2ccccc2c1	5	-0.1	-57	-2.3
71	Cc1ccc2c(c1)N/C(=C(\C=C(/Cl)[N+](=O)[O-])[N+](=O)[O-])N2	6	-0.1	17	0.9
72	CCCNc1nc(Nc2ccc(C)cc2)nc(OC)n1	12	0.0	-45	-1.2
73	CCOC(=O)C1=CN(c2ccc(C)c(C)c2)C=C(C(=O)OCC)C1c1cccc(OCC)c1	-3	-0.1	1	-0.8
74	Cc1[nH]nc2c1C(c1ccc(OC(=O)c3ccccc3)cc1)C(C#N)=C(N)O2 (centres undefined)	6	0.0	5	3.0
75	Cc1ccc(Cl)c(OCCN2CCNCC2)c1	5	0.0	-9	-0.2
76	Cc1ccc(N/C(=N/c2nc(C)cc(C)n2)NC(=O)c2ccc([N+](=O)[O-])cc2)cc1	-3&2	-0.1&0.1	-1&4	0.4&1.1
77	COc1ccc(N2C(=O)C3ON(C4SC(=S)N(C)C4(C)C)C(c4ccc([N+](=O)[O-])cc4)C3C2=O)cc1 (centres undefined)	8	-0.1	15	0.1
78	COc1ccc(C(=O)Nc2cc(-c3nc4cc(C)ccc4o3)ccc2C)cc1OC	1	-0.1	-20	0.1
79	COc1ccc(-c2nc(C(=O)NCc3cccnc3)cs2)cc1	13	0.2	7	-0.4
80	C=C1c2ccccc2NC(=O)N1c1cccc(Cl)c1	6	0.4	-9	0.8
81	c1ccc(-c2csc(NCC3CCCO3)n2)cc1 (centres undefined)	5	-0.1	5	1.7
82	CCCCCCC1CCC(c2noc(-c3ccc(CCCCC)cc3)n2)CC1 (centres undefined)	-10	-0.1	3	1.1
83	CC1C(=O)OC(c2ccc(Br)cc2)C(C)(C)C1=O (centres undefined)	22	1.4	-8	-0.6
84	COc1ccc(/C=C2/NC(=O)NC2=O)c(OC)c1C	-2	0.0	-8	-0.6
85	CCOc1ccccc1OCC(=O)N/N=C1\CCCC(=O)C1	-5	0.0	48*	1.1
86	CCOC(=O)c1ccc(NC(=O)c2cc3c(n(-c4ccc(C)cc4)c2=O)CCCC3=O)cc1	-14	0.1	-5	3.3
87	CCC(=O)Nc1sc2c(c1C(N)=O)CCN(C)C2	-2	-0.1	-2	0.6
88	CCOC(=O)C1(Cc2ccc(OC)cc2)CCN(S(=O)(=O)c2ccsc2)CC1	8	0.1	-6	-0.3
89	CCC(CC(C)C)CC(C)C1CCC2C3CC=C4CC(OC(=O)c5cccnc5)CCC4(C)C3CCC12C (centres undefined)	0	0.1	7	2.0
90	COc1ccc(S(=O)(=O)N2CCN(C(=O)COc3ccccc3)CC2)cc1	-12	-0.2	4	0.0
91	CC(C)(C)c1ccc2c(c1)N(CC(=O)n1ccnc1)C(=O)CO2	0	-0.1	-9	0.2
92	COc1ccc(-c2c(Nc3cccc(SC)c3)c(=O)c2=O)cc1	15	0.8	61*	0.6
93	CCOC(=O)c1cccc(C(=O)Nc2cccc([N+](=O)[O-])c2)n1	-2	0.0	-8	-0.3
94	NC(=O)COc1ccc(Cl)cc1C1C2=C(CCCC2=O)NC2=C1C(=O)CCC2	3	0.7	12	-1.5
95	O=C(CC1S/C(=N\N=C2/CCCc3ccccc32)NC1=O)Nc1ccccc1F (centres undefined)	6	-0.1	4	-0.3
96	COc1ccc(C)cc1NC(=O)CN(Cc1ccccc1)S(=O)(=O)c1ccc(Cl)cc1	3	-0.4	-2	0.7
97	Brc1ccc(-c2nc(-c3ccccn3)no2)cc1	4	-0.1	90*	-10
98	Cc1ccccc1-n1c(SCC(=O)NC2CC2)nnc1-c1ccccn1	-2	-0.1	-5	-0.2

Screens (PubChem)
